Assay outcomes as filed in PubChem BioAssay.
ROS inducer: cancer cell ROS induction. U2OS ROS induction, H2DCF-DA fluorescence. ROS induction (% of piperlongumine), % at 10 µM. hit rate 2% among 46,000. AID 624156; in the data active = ROS induction above about 79%, passing the limit was not always enough;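 also: 0% = DMSO vehicle median and 100% = reference compound median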
The depositor's hits bear a star; & = joins results of further samples. An excerpt; rates above refer to the full screens.

SMILES	ROS inducer
COc1ccc(NC(=O)Nc2cccc3c2O[C@@H](CN(C)S(=O)(=O)c2ccc(Cl)cc2)[C@@H](C)CN([C@@H](C)CO)C3=O)cc1	7
C[C@H]1CN([C@@H](C)CO)C(=O)Cc2cc(NS(=O)(=O)c3ccc(Cl)cc3)ccc2O[C@@H]1CN(C)S(C)(=O)=O	6
O=C(C/C(=C1/CCc2ccccc2C1=O)c1ccccc1)c1ccccc1	12
O=C(CCCN1C(=O)c2ccccc2C1=O)Nc1ccc(Br)cc1F	-10
CNCCC(Oc1ccc(C(F)(F)F)cc1)c1ccccc1 (stereo not drawn)	4&-4
COc1ccc(S(=O)(=O)N(C)C[C@H]2Oc3ccc(NS(=O)(=O)c4ccc(F)cc4)cc3C(=O)N([C@@H](C)CO)C[C@@H]2C)cc1	2
COc1ccc(NC(=O)N(C)C[C@@H]2Oc3c(NS(=O)(=O)c4ccc(Cl)cc4)cccc3C(=O)N([C@H](C)CO)C[C@@H]2C)cc1	1
O=C1c2ccccc2C(=O)N1c1ccc(OC(F)(F)F)cc1	-7
C[C@H](CO)N1C[C@H](C)[C@H](CN(C)Cc2ccccc2)OCc2cnnn2CCCC1=O	5
[N-]=[N+]=Nc1ccccc1C[C@@]1(C(=O)NCc2ccccc2)N=C(c2ccc(OCCCO)cc2)O[C@@H]1c1ccccc1N=[N+]=[N-]	18
COc1ccc2[nH]c3c(=O)n(CCc4ccc(Cl)cc4)cnc3c2c1	-3
C[C@@H]1CN([C@H](C)CO)C(=O)Cc2cc(NS(=O)(=O)c3ccc(Cl)cc3)ccc2O[C@@H]1CN(C)C(=O)Nc1ccc(C(F)(F)F)cc1	7
COc1ccc(S(=O)(=O)N(C)C[C@@H]2Oc3ccc(NC(=O)CCN4CCOCC4)cc3CC(=O)N([C@@H](C)CO)C[C@@H]2C)cc1	11
C=CCSc1nc(N)c(C(=O)Nc2ccccc2)cc1C(N)=O	33
C[C@@H]1CCCCO[C@H](CN(C)C(=O)Nc2ccc3c(c2)OCO3)[C@@H](C)CN([C@H](C)CO)C(=O)c2cc(NS(=O)(=O)c3ccccc3)ccc2O1	18
Cc1noc(C)c1S(=O)(=O)Nc1ccc2c(c1)C(=O)N([C@H](C)CO)C[C@H](C)[C@H](CN(C)C(=O)c1ccccc1)OCCCC[C@@H](C)O2	7
CNC[C@@H]1Oc2c(NC(=O)NC3CCCCC3)cccc2C(=O)N([C@@H](C)CO)C[C@@H]1C	-8
O=C(Nc1ccc(C(=O)OC2CCCCC2)cc1)c1ccncc1	10
COc1cccc2c1C(=O)c1ccc3c(c1C2=O)C(=O)CC(C)(O)C3 (stereo not drawn)	57
COc1ccc([C@@H](OC(=O)Nc2ccc(SC)cc2)[C@@H](CCO)OC)cc1O	-4
Cc1cccc(-c2nc3cc(NC(=O)COc4ccccc4)ccc3o2)c1	26
C[C@@H]1CN([C@H](C)CO)C(=O)Cc2cc(NS(=O)(=O)c3cn(C)cn3)ccc2O[C@@H]1CN(C)Cc1ccc(Oc2ccccc2)cc1	80*
COc1ccc(CN(C)C[C@@H]2Oc3ccc(NS(=O)(=O)c4ccc(Cl)cc4)cc3CC(=O)N([C@H](C)CO)C[C@H]2C)cc1	15
Cc1noc(C)c1NC(=O)Nc1cccc2c1O[C@@H](CN(C)S(=O)(=O)c1ccc(F)cc1)[C@H](C)CN([C@@H](C)CO)C2=O	-8
C[C@@H]1CN([C@@H](C)CO)C(=O)c2cccc(NC(=O)C3CCCCC3)c2O[C@@H]1CN(C)C(=O)Nc1ccc(C(F)(F)F)cc1	16
Cc1ccc(NC(=O)CN(C)S(=O)(=O)c2ccc(F)cc2)c(C)c1	-1
CC(C)(C)c1ccc(NC(=O)c2cnccn2)cc1	-2
COC(=O)c1ccc(-c2ccco2)n1CC(=O)NCCN1CCN(C)CC1	-16
O=C(Cn1c(=O)n(-c2ccccc2)c(=O)c2cc(-c3ccccc3)sc21)c1cccs1	68
COc1ccc(S(=O)(=O)Nc2ccc3c(c2)C(=O)N([C@@H](C)CO)C[C@@H](C)[C@@H](CN(C)C(=O)Nc2ccc4c(c2)OCO4)O3)cc1	-13
COC(=O)c1ccc(CSc2ccccc2C)o1	-9
Cc1ccc(S(=O)(=O)Nc2ccc3c(c2)CC(=O)N([C@H](C)CO)C[C@@H](C)[C@H](CN(C)CC2CC2)O3)cc1	-1
COC(=O)CCCCCCC(=O)N/N=C/c1cccc(Oc2ccccc2)c1	35
CCN1C(=O)c2cccc3c(S(=O)(=O)Nc4ccccc4)ccc1c23	17
CC(C)NC(=O)Nc1ccc2c(c1)C(=O)N([C@H](C)CO)C[C@H](C)[C@H](CN(C)Cc1ccc(Oc3ccccc3)cc1)O2	6
O=C(O)CCCCCCC(=O)N/N=C/c1cc(F)ccc1O	-2
CCOc1ccccc1OCC(=O)Nc1ccccc1[N+](=O)[O-]	2
CC(=O)CC(c1ccccc1)c1c(O)c2ccccc2oc1=O (stereo not drawn)	-2
COC(=O)C(CC#Cc1ccc2c(c1)[C@]1(C(=O)N2)[C@H](C(=O)N2CCc3cc(OC)c(OC)cc3C2)[C@H]2C(=O)O[C@H](c3ccccc3)[C@H](c3ccccc3)N2[C@@H]1c1ccccc1OCCO)C(=O)OC	24
COc1ccccc1C(=O)Nc1ccc(C)cc1C	7
C[C@@H]1CN([C@H](C)CO)C(=O)Cc2cc(NC(=O)Nc3ccc(F)cc3)ccc2O[C@H]1CN(C)C(=O)Nc1ccc2c(c1)OCO2	0
C[C@@H]1CN([C@@H](C)CO)C(=O)c2cc(NS(=O)(=O)c3ccc(F)cc3)ccc2O[C@H]1CN(C)S(=O)(=O)c1cn(C)cn1	0
C=C1C[C@@]23CC[C@@H]4[C@](C)(C(=O)O)CCC[C@@]4(C)C2=CC[C@H]1C3	0
COc1ccc(CN2C(=O)CC(Cc3ccc(C)cc3)C2=O)cc1OC (stereo not drawn)	-14
COc1ccc(S(=O)(=O)N(C)C[C@@H]2Oc3ccc(NC(=O)CCC(F)(F)F)cc3CC(=O)N([C@H](C)CO)C[C@H]2C)cc1	-6
N=c1cc(C2(O)CCCCC2)n2c(nc3ccccc32)s1	55
C=CCNC(=O)c1scc2c1CCCC2	-14
FC(F)(F)c1cc(N2CCC(n3cccc3)CC2)c2ccccc2n1	16
CC(=O)c1cccc(N(CC(=O)Nc2c(C)cccc2C)S(C)(=O)=O)c1	-12
CC(C)NC(=O)Nc1cccc2c1O[C@@H](CN(C)C(=O)Nc1ccc(C(F)(F)F)cc1)[C@H](C)CN([C@H](C)CO)C2=O	1
Cc1nn(CC(O)COc2ccc3ccccc3c2)c(C)c1Br (stereo not drawn)	4
CCn1c2ccccc2c2cc(NC(=O)CCCN3C(=O)c4ccccc4C3=O)ccc21	-16
Cc1noc(C)c1S(=O)(=O)Nc1ccc2c(c1)C(=O)N([C@H](C)CO)C[C@@H](C)[C@H](CN(C)S(C)(=O)=O)O2	-5
CC1(c2ccc(F)cc2)CC(=O)c2cc(O)ccc2O1 (stereo not drawn)	-5
CCc1cccc(NC(=S)N(C)Cc2cn(C)c3ccccc23)c1	28
COc1ccc(NC(=O)N(C)C[C@H]2OCc3cn(nn3)CCCC(=O)N([C@H](C)CO)C[C@H]2C)cc1	2
C[C@@H]1CN([C@H](C)CO)C(=O)Cc2cc(NS(=O)(=O)c3cn(C)cn3)ccc2O[C@@H]1CN(C)Cc1ccc(-c2ccccc2)cc1	7
C[C@H]1CN([C@@H](C)CO)C(=O)Cc2cc(NC(=O)NC3CCCCC3)ccc2O[C@H]1CN(C)Cc1ccc2c(c1)OCO2	-4
O=C(CCS(=O)(=O)c1ccc2ccccc2c1)Nc1ccccc1	7
CC1(C)OC(=O)C=C[C@@]2(C)C1C[C@@H](O)[C@]1(C)C2CC[C@@]2(C)[C@H](c3ccoc3)OC(=O)C3OC321 (stereo partly drawn)	-8
Next part
SMILES	ROS inducer
COc1ccc(NC(=O)N(C)C[C@H]2Oc3ccc(NC(=O)NC(C)C)cc3C(=O)N([C@@H](C)CO)C[C@@H]2C)cc1	-10
C[C@H]1CN([C@@H](C)CO)C(=O)c2cc(NC(=O)CCCCCC(=O)Nc3ccccc3N)ccc2O[C@@H]1CN(C)S(=O)(=O)c1ccc(Cl)cc1	6
O=C(CSc1n[nH]c(-c2ccncc2)n1)Nc1cccc2ccccc12	-4
CCOC(=O)c1ccc2c(c1)sc1nc(-c3ccc(C)cc3C)cn12	9
C[C@H]1CN([C@@H](C)CO)C(=O)c2cc(NC(=O)Cc3cn(C)c4ccccc34)ccc2O[C@@H]1CN(C)S(=O)(=O)c1cn(C)cn1	-4
C[C@H]1CN([C@@H](C)CO)C(=O)Cc2cc(NC(=O)Cc3ccccc3)ccc2O[C@H]1CN(C)Cc1ccc(-c2ccccc2)cc1	21
Cc1ccc(-c2nnc(SCC(=O)Nc3c(C)cc(C)cc3C)o2)cc1	21
C[C@@H]1CN([C@H](C)CO)C(=O)c2cc(NS(=O)(=O)c3ccccc3)ccc2O[C@@H]1CN(C)Cc1ccccc1	7
C[C@@H]1CN([C@@H](C)CO)C(=O)Cc2cc(NC(=O)Cn3cnnn3)ccc2O[C@@H]1CN(C)S(=O)(=O)c1cccs1	2
COc1ccc(NC(=O)N(C)C[C@@H]2Oc3ccc(NS(=O)(=O)c4cn(C)cn4)cc3C(=O)N([C@@H](C)CO)C[C@@H]2C)cc1	-9
Cc1ccc(S(=O)(=O)Nc2cccc3c2O[C@H](CN(C)CC2CCCCC2)[C@@H](C)CN([C@@H](C)CO)C3=O)cc1	2
CC(=O)OC(C(=O)Nc1nc2ccccc2s1)c1ccccc1 (stereo not drawn)	-9
COc1ccc(/C=C/C(=O)N2c3ccccc3Sc3ccccc32)c(OC)c1	24
C[C@@H]1CN([C@H](C)CO)C(=O)c2cccc(NC(=O)Nc3ccccc3)c2O[C@H]1CN(C)S(=O)(=O)c1cccs1	0
Cc1cc(/C=C2/SC(=O)N(C(C)C)C2=O)c(C)n1-c1ccncc1	13
CC1CCc2sc3ncnc(NCCN4CCOCC4)c3c2C1 (stereo not drawn)	80*
C[C@@H]1CN([C@@H](C)CO)C(=O)c2cccc(NC(=O)Nc3ccc(C(F)(F)F)cc3)c2O[C@@H]1CN(C)Cc1ccc(C(=O)O)cc1	-2
C[C@@H]1CN([C@H](C)CO)C(=O)Cc2cc(NS(=O)(=O)c3ccccc3)ccc2O[C@H]1CN(C)Cc1ccncc1	-2
COc1ccc(NC(=O)N(C)C[C@H]2Oc3c(NC(=O)c4cc(C)nn4C)cccc3C(=O)N([C@@H](C)CO)C[C@H]2C)cc1	7
CCN(CC)S(=O)(=O)c1cccc2cc(C(=O)O)c(O)cc12	14

Reformatted: entries from further up.
> C[C@@H]1CN([C@@H](C)CO)C(=O)Cc2cc(NC(=O)Cn3cnnn3)ccc2O[C@@H]1CN(C)S(=O)(=O)c1cccs1
- ROS inducer = 2
> C[C@H]1CN([C@@H](C)CO)C(=O)c2cc(NC(=O)CCCCCC(=O)Nc3ccccc3N)ccc2O[C@@H]1CN(C)S(=O)(=O)c1ccc(Cl)cc1
- ROS inducer = 6
> CCOC(=O)c1ccc2c(c1)sc1nc(-c3ccc(C)cc3C)cn12
- ROS inducer = 9
> Cc1ccc(-c2nnc(SCC(=O)Nc3c(C)cc(C)cc3C)o2)cc1
- ROS inducer = 21

(further entries)
SMILES	ROS inducer
N=C1CCCN1CC(=O)c1ccc(Br)cc1	2
COc1ccc(OCc2nc3ccccc3n2Cc2c(F)cccc2Cl)cc1	36
O=C(O)c1ccccc1Nc1cccc(C(F)(F)F)c1	-8
C[C@@H]1CN([C@H](C)CO)C(=O)c2cc(NC(=O)NC3CCCCC3)ccc2O[C@@H]1CN(C)Cc1ccc(Oc2ccccc2)cc1	5
O=C(O)CCC(=O)N1CCOc2ccccc21	-17
C[C@@H]1CCCCO[C@@H](CN(C)C(=O)c2ccncc2)[C@@H](C)CN([C@H](C)CO)C(=O)c2cc(NS(C)(=O)=O)ccc2O1	0
CCC(=O)Nc1ccc(C#N)cc1	-12
Cc1ccc(S(=O)(=O)N(C)C[C@@H]2Oc3ccc(NS(=O)(=O)c4ccc(F)cc4)cc3C(=O)N([C@H](C)CO)C[C@H]2C)cc1	39
CSc1nc2ccccc2c(=O)n1CC(=O)C(C)(C)C	6
Cc1ccc(S(=O)(=O)N2CCOCC2)cc1NC(=O)c1cccc(S(=O)(=O)N2CCCC2)c1	-5
C[C@@H]1CCCCO[C@@H](CN(C)C(=O)C2CCCCC2)[C@@H](C)CN([C@H](C)CO)C(=O)c2cc(NC(=O)C3CCCCC3)ccc2O1	19
O=C(CSc1nnc(-c2ccc(Cl)cc2)o1)N1c2ccccc2Sc2ccccc21	18
CCCCc1cc(=O)oc2cc(OCC(N)=O)ccc12	-1
C[C@H](CO)N1C[C@H](C)[C@@H](CN(C)Cc2ccncc2)Oc2ccc(NC(=O)Nc3cccc4ccccc34)cc2C1=O	5
COc1cccc(OC)c1CN(C)C(=O)c1cnc(Oc2ccccc2)cc1C(F)(F)F	-1
CSc1nn(C)c2cnn(C)c(=O)c12	-6
Cc1ccc(S(=O)(=O)Nc2cccc3c2O[C@@H](CN(C)S(=O)(=O)c2ccc(C)cc2)[C@H](C)CN([C@H](C)CO)C3=O)cc1	-5
Cc1noc(C)c1S(=O)(=O)N(C)C[C@@H]1Oc2c(NC(=O)c3ccc(-c4nccs4)cc3)cccc2C(=O)N([C@@H](C)CO)C[C@@H]1C	17
Cc1cccc(N(CC(=O)NC(C)(C)C)S(=O)(=O)c2ccc(Cl)cc2)c1	3

Shown in CSV form: part of the list above.
canonical_smiles,ROS inducer
CCCCc1cc(=O)oc2cc(OCC(N)=O)ccc12,-1
C[C@H](CO)N1C[C@H](C)[C@@H](CN(C)Cc2ccncc2)Oc2ccc(NC(=O)Nc3cccc4ccccc34)cc2C1=O,5
COc1cccc(OC)c1CN(C)C(=O)c1cnc(Oc2ccccc2)cc1C(F)(F)F,-1
CSc1nn(C)c2cnn(C)c(=O)c12,-6
Cc1ccc(S(=O)(=O)Nc2cccc3c2O[C@@H](CN(C)S(=O)(=O)c2ccc(C)cc2)[C@H](C)CN([C@H](C)CO)C3=O)cc1,-5
Cc1noc(C)c1S(=O)(=O)N(C)C[C@@H]1Oc2c(NC(=O)c3ccc(-c4nccs4)cc3)cccc2C(=O)N([C@@H](C)CO)C[C@@H]1C,17
